HIV fusion peptide – inhibitors of HIV fusion peptide binding, primary screen, biochemical, uHTS, fluorescence dequenching (AID 1986) | actives 0.3% (n = 290,000) | cell-free peptide binding, fluorescence dequenching, 30 min; higher % means a stronger effect | inhibition, % at 20 µM; hits with a dose series show IC50 in µM; in the data active means inhibition mostly above about 52%, no sharp cut-off; inactive means mostly below about 76%; further: some results filed as inactive read as strong as hits
GPR55 LPI antagonism – GPR55 antagonists blocking LPI-driven arrestin recruitment, primary screen, imaging, U2OS, beta-arrestin-GFP, LPI agonist (AID 2013). U2OS GPR55 beta-arrestin-GFP translocation imaging, LPI antagonism; higher % means a stronger effect. inhibition, % at 10 µM, or IC50 in µM where a hit was titrated. G-protein coupled receptor 55 (Homo sapiens). actives 0.13% (n = 290,000);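 active means spots per cell inhibited over 60%, with over 100 cells counted and total cytoplasm intensity under 500,000; inconclusive means wells with under 100 cells, flagged as likely toxic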;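 further: U2OS cells stably carrying GPR55 and arrestin-GFP stimulated by 5 µM LPI near EC80; imaged beta-arrestin-GFP aggregate spots per cell after agonist stimulation; plate controls were LPI-stimulated DMSO wells for no effect and DMSO wells without LPI for full effect; some results filed as inactive read as strong as hits; confirmed hits need IC50 under 10 µM and bright autofluorescent wells are also inconclusive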
MgcRacGAP inhibition – MgcRacGAP GTPase-activating activity inhibitors, confirmation, biochemical, ADP Hunter fluorescence | MgcRacGAP-stimulated Rac1 GTP hydrolysis, ADP Hunter fluorescence; higher % means a stronger effect; GST-tagged Rac1 F28L mutant substrate | inhibition, % at 30 µM; hits with a dose series show IC50 in µM | actives 0.6% (n = 340,000);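 active means first-screen hits whose inhibition reached a set limit at any dose in the follow-up dose series; inconclusive means inhibition above the set first-screen limit but never retested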;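 further: fluorescence reports GDP produced by GAP-driven GTP hydrolysis; strong numbers were not always called active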
PhoP inhibition – inhibitors of PhoP regulon expression, primary screen, Salmonella Typhimurium, GFP reporter (AID 1863). actives 0.16% (n = 300,000). S. Typhimurium PhoP-regulated promoter GFP reporter, 4 h; higher % means a stronger effect. one-dose inhibition, % at 50 µM; IC50 in µM for titrated hits;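 active means inhibition over 29.93%, a cutoff 3 SD above the screen mean, later confirmed by dose response; inconclusive means inhibition over 29.93% but no dose response follow-up; inactive means inhibition at most 29.93% or unconfirmed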;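 further: 0% = low Mg2+ inducing control and 100% = high Mg2+ repressing control; strong numbers were not always called active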
GPR35 antagonists – GPR35 antagonists blocking zaprinast-driven arrestin recruitment, primary screen, imaging, U2OS, beta-arrestin-GFP, zaprinast agonist (AID 2058); U2OS GPR35 beta-arrestin-GFP translocation imaging, zaprinast antagonism; higher % means a stronger effect; inhibition, % at 10 µM, or IC50 in µM where a hit was titrated; actives 0.052% (n = 290,000);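 active means inhibition of at least 50% with at least 30 cells and total cytoplasm GFP at most 10,000,000; inconclusive means under 30 cells or total GFP of 10,000,000 plus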
Dengue-2 NS5 capping – Dengue-2 NS5 methyltransferase inhibitors, primary screen, biochemical, confirmation dose response (AID 588689) | Genome polyprotein (Dengue virus type 2 (strain 16681-PDK53)) | Dengue-2 NS5 methyltransferase capping enzyme assay, biochemical; higher % means a stronger effect | one-dose inhibition, % at 25 µM; IC50 in µM for titrated hits | actives 0.3% (n = 340,000); in the data active means a potency from the dose series; inconclusive means inhibition above about 29% without an active follow-up result
UTI89 phage lysis – inhibition of K1F phage lysis, E. coli UTI89, bacterial capsule biogenesis inhibitors, alamar blue (AID 488966). inhibition, % at 100 µM; hits with a dose series show IC50 in µM. E. coli UTI89 K1F phage lysis, alamar blue, 2 h; higher % means a stronger effect. actives 0.02% (n = 340,000);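 active means phage lysis inhibition, versus mean bacterial control, above a set limit; inconclusive means no clear call, values can overlap the other calls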;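 further: capsule biogenesis inhibitors block K1F phage lysis so surviving cells raise fluorescence; higher fluorescence means more inhibition of phage lysis; actives were called in the ten point dose series up to 300 µM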
RSV antiviral HEp-2 – RSV antiviral activity via CPE protection, HEp-2 cells, primary 10 µM value included (AID 2391); actives 0.13% (n = 310,000); one-dose CPE inhibition, % at 10 µM; IC50 in µM for titrated hits; HEp-2 cells, RSV-induced CPE inhibition; higher % means a stronger effect; in the data active means a potency from the dose series; inconclusive means CPE inhibition mostly from about 23% at the one dose, without a potency; inactive means the rest, 99 in 100 with CPE inhibition below about 21%; further: strong numbers were not always called active
SV40 large T antigen – SV40 large T antigen inhibitors, biochemical (AID 1903) | SV40 large T antigen ATPase/helicase inhibition assay; higher % means a stronger effect | one-dose inhibition, % at 20 µM; IC50 in µM for titrated hits | actives 0.39% (n = 310,000); in the data active means a potency from the dose series; inconclusive means inhibition mostly from about 32% at the one dose, without a potency; inactive means the rest, 99 in 100 with inhibition below about 32%; further: strong numbers were not always called active
* hit, by the source's call; ? = inconclusive; nt = no result given; & = joins results of further samples; [ ] = dose if it differs, or a comment.

SMILES | HIV fusion peptide | GPR55 LPI antagonism | MgcRacGAP inhibition | PhoP inhibition | GPR35 antagonists | Dengue-2 NS5 capping | UTI89 phage lysis | RSV antiviral HEp-2 | SV40 large T antigen
COCCn1nnnc1C(c1ccccc1)N1CCN(C)CC1 (centres undefined) | 0.5% | 9% | 4% | 7% | -9% | nt | 1.8% | -0.8% | 4%
O=C(c1ccccc1F)N1CCC(N2CCCCCC2)CC1 | 1.2% | 16% | 19% | -8% | 6% | -4% | -0.1% | 0.8% | 5%
Cc1ccc(C)c(NC(=O)C2Cc3ccccc3CN2C(=O)OCc2ccccc2)c1 (centres undefined) | -0.9% | 11% | 5% | 4% | 9% | -5% | -0.6% | 5.5% | 2%
COc1cccc(CNc2ccc(S(N)(=O)=O)cc2)c1OC | -2.4% | -3% | 0% | 21% | -10% | -3% | 1.3% | 0.7% | 6%
CCc1ccc(N(C(=O)c2csnn2)C(C(=O)NC(C)(C)C)c2cccnc2)cc1 (centres undefined) | -1.2% | -2% | 2% | 7% | 3% | -2% | -0.8% | 1.9% | -3%
Cc1ccc(CNCC(=O)Nc2ccc(N3CCOCC3)cc2)cc1 | -0.2% | -4% | 28% | 0% | 4% | -4% | -0.2%[50 µM] | 0.2% | 9%
O=C(c1cc(S(=O)(=O)N2CCCCC2)ccc1N1CCOCC1)N1CCN(Cc2ccccc2)CC1 | 0.7% | 6% | 8% | 4% | 2% | -9% | 0.0% | 0.5% | -4%
O=C(CCc1nnc2ccc(N3CCC4(CC3)OCCO4)nn12)Nc1ccc(F)cc1 | 0.4% | 6% | 1% | -1% | 3% | -3% | -0.1% | 0.8% | nt
O=[N+]([O-])c1cc(Br)c(Nc2ccccc2)c([N+](=O)[O-])c1 | -4.9% | -5% | 7% | 8% | -9% | 6% | 0.1% | ? | 3%
O=c1[nH]c2cc3ccccc3cc2nc1C(F)(F)F | 6.3% | 0% | 5% | -4% | 8% | 14% | 0.0% | ? | 19%
COc1ccc(/C=C/C(=O)c2ccc3ccccc3c2O)cc1CN1CCOCC1 | -3.5% | -3% | -1% | 15% | 3% | -5% | -0.8% | -0.4% | 5%
CCOC(=O)N1CCN(c2ccccc2OC)CC1 | -0.1% | 0% | 4% | 1% | 9% | -5% | 0.1% | -0.8% | 9%
CCOc1[nH]n(-c2ccc(Cl)cc2)c(=O)c1C=NCC(=O)OC | -0.8% | 8% | 9% | 9% | 1% | -8% | -0.1% | 1.3% | 7%
CC1(C)CC(=O)C2=C(C1)N(c1ccc(F)cc1)C(=O)CC2c1ccccc1 (centres undefined) | 2.4% | 23% | 2% | 9% | 0% | -5% | 0.3% | 1.1% | 4%
COc1ccccc1-c1noc(CCC(=O)Nc2ccccc2Cl)n1 | -0.4% | -11% | 4% | -15% | -10% | -3% | -0.1% | 3.7% | 11%
COC(=O)c1cnc2c(c1C(=O)OC)c(=O)n(C)c(=O)n2C | 2.0% | 10% | 6% | 6% | -11% | 4% | 2.7%[50 µM] | 4.7% | 8%
N#Cc1cccc(NC(=O)C2CCCN(C(=O)c3ccc(Cl)cc3)C2)c1 (centres undefined) | nt | nt | 6% | nt | nt | -1% | 0.9%[50 µM] | 3.2% | nt
Cc1ccc(OCC(=O)Oc2ccc(C(C)C)cc2)cc1 | -1.1% | -5% | 15% | 2% | 0% | 7% | 0.3% | -1.3% | 3%
Cc1ccc(S(=O)(=O)NCCCCC(NC(=O)OC(C)(C)C)C(=O)O)cc1 (centres undefined) (tested in a mixture with another compound) | 0.2% | 0% | 1% | -12% | -15% | 4% | 0.1% | 1.1% | 6%
O=C(CN1C(=O)NC(c2ccccc2)(c2ccccc2)C1=O)NC1CCCC1 | nt | nt | 7% | nt | nt | 2% | 0.6%[50 µM] | -0.7% | nt
Cc1cccc(NC(=O)C2COc3ccccc3O2)n1 (centres undefined) | -1.1% | 3% | 13% | -1% | 17% | 11% | 0.1% | 1.0% | 16%
COc1ccc2[nH]c3c(=O)n(Cc4ccc(C(=O)NCC5CCCO5)cc4)c(=S)[nH]c3c2c1 (centres undefined) | 1.4% | 4% | 14% | 1% | 8% | 7% | 0.0% | -2.4% | 16%
CCCCOC(=O)/C(=C/C=C/c1ccccc1)NC(=O)c1ccccc1 | 5.9% | 0% | nt | -3% | -2% | nt | nt | 3.2% | 24%
CS(=O)(=O)Nc1ccc(S(=O)(=O)Nc2nccs2)cc1 | -0.3% | 9% | 2% | 2% | -10% | 4% | 0.3% | -0.2% | 7%
Cc1ccc(C(=O)C(C)OC(=O)CCN=C2NS(=O)(=O)c3ccccc32)cc1 (centres undefined) | nt | nt | 0% | 3% | nt | -4% | 0.3%[50 µM] | 0.2% | 6%

An excerpt from above, reduced to GPR35 antagonists, PhoP inhibition and RSV antiviral HEp-2.
structure | GPR35 antagonists | PhoP inhibition | RSV antiviral HEp-2
CCOC(=O)N1CCN(c2ccccc2OC)CC1 | 9% | 1% | -0.8%
CCOc1[nH]n(-c2ccc(Cl)cc2)c(=O)c1C=NCC(=O)OC | 1% | 9% | 1.3%
CC1(C)CC(=O)C2=C(C1)N(c1ccc(F)cc1)C(=O)CC2c1ccccc1 (centres undefined) | 0% | 9% | 1.1%
COc1ccccc1-c1noc(CCC(=O)Nc2ccccc2Cl)n1 | -10% | -15% | 3.7%
COC(=O)c1cnc2c(c1C(=O)OC)c(=O)n(C)c(=O)n2C | -11% | 6% | 4.7%

(list continues)
SMILES | HIV fusion peptide | GPR55 LPI antagonism | MgcRacGAP inhibition | PhoP inhibition | GPR35 antagonists | Dengue-2 NS5 capping | UTI89 phage lysis | RSV antiviral HEp-2 | SV40 large T antigen
C=CCOc1ccc(C2/C(=C(\O)c3ccc4c(c3)OCCO4)C(=O)C(=O)N2CCCN2CCOCC2)cc1 (centres undefined) | -1.6% | -15% | -9% | -6% | 12% | -4% | 0.4% | 3.5% | 22%
O=C(O)c1ccc(CSCc2ccccc2F)o1 | -1.0% | -4% | 7% | 2% | 5% | 0% | 2.5%[50 µM] | 1.4% | 7%
CCOc1ccc(OCC(=O)OCc2cc(=O)n3cc(Br)ccc3n2)cc1 | nt | nt | 4% | nt | nt | -1% | 0.5% | 2.2% | nt
O=C(c1ccc(CS(=O)c2ccccc2Cl)o1)N1CCOCC1 (centres undefined) | -0.8% | 8% | 13% | -1% | -1% | -4% | 0.3% | 1.3% | 9%
O=[N+]([O-])c1ccc(S(=O)(=O)NCCc2ccncc2)cc1 | 0.9% | -1% | 7% | 4% | 10% | 0% | -1.1% | -1.4% | 23%
CSc1nc(N(C)NC(=O)c2ccccc2)c2ccccc2n1 | 0.3% | -23% | 7% | 8% | 5% | -11% | -0.1% | 9.2% | 1%
N#Cc1ccc(C(=O)OCC(=O)Nc2cccnc2Cl)cc1 | nt | nt | 5% | nt | nt | -4% | 0.1%[50 µM] | 1.0% | nt
CCOCCCNC(=S)NCCc1ccccc1 | -1.6% | 8% | 2% | 8% | 2% | -4% | 0.3% | 0.0% | 4%
c1cncc(-c2nnc3sc(-c4ccco4)nn23)c1 | 3.7% | 6% | -2% | 8% | -6% | 1% | 0.1% | 7.4% | 3%
CCc1nc(N)c(C#N)c(-c2ccco2)c1C | 4.0% | -20% | 8% | 8% | 2% | -2% | 0.1% | 14% | 5%&10%
CCNC(=S)N(CCCO)Cc1cc2cc3c(cc2[nH]c1=O)OCCO3 | 2.8% | 12% | 4% | -3% | 12% | 1% | 0.0% | -0.5% | 8%
Cc1ccc(S(=O)(=O)NCCC(=O)Oc2ccc3ccc(=O)oc3c2)cc1 | 2.1% | 12% | 8% | -8% | 8% | -10% | 0.1% | -0.6% | 19%
CCC(=O)Nc1ccc2c(c1)nc(CN1CCN(C(C)=O)CC1)n2C | 2.3% | -5% | 6% | -1% | -7% | -2% | ? | 0.7% | 1%
O=C(COc1ccc(Cl)cc1Cl)c1ccc[nH]1 | 0.7% | 4% | 7% | -13% | 4% | -4% | 0.2% | -3.3% | 4%
COCC(C)n1c(C)cc(C(=O)COC(=O)CNC(=O)c2ccccc2)c1C (centres undefined) | 1.2% | 6% | 9% | -2% | -1% | -7% | -0.2% | 1.3% | 20%
C/C(=C\c1ccc2c(c1)OCO2)C1Nc2cccc3cccc(c23)N1 | nt | nt | 26% | nt | nt | 11% | 3.5% | 12% | nt
Cc1ccc(S(=O)(=O)N(C)C)cc1NC(=O)COC(=O)C1(c2ccccc2)CC1 | nt | nt | 3% | -8% | nt | -4% | 0.5%[50 µM] | 1.1% | 10%
O=S(=O)(NCc1ccccc1)c1ccccc1Br | 2.4% | 7% | 15% | -4% | -9% | -9% | 3.1% | 3.5% | 12%
Cc1csc(NC(=O)c2ccc(S(=O)(=O)N3CCCC3)cc2)n1 | 0.8% | 0% | -1% | -7% | -3% | -8% | 0.5% | 2.1% | 27%
COC(=O)c1nc2ccccn2c1F | -1.2% | 4% | 12% | -3% | 4% | -7% | 0.4% | 1.5% | 1%
Cc1cccc(OCC(=O)NNC(=O)Nc2cccc(Cl)c2)c1C | 0.8% | 0% | 8% | -2% | 14% | 3% | 3.3% | 2.6% | -7%
CCCn1c(SCC(=O)Nc2ccc(Cl)cn2)nnc1C1CC1 | 2.6% | 9% | 11% | -6% | -10% | -7% | 0.0% | 0.8% | 7%
Cc1cccc(NS(=O)(=O)c2cccc(C(=O)NNC(=O)c3ccccc3O)c2)c1 | nt | nt | 8% | nt | nt | 1% | -0.8% | 12% | nt
CCc1nc(SCC(=O)NNC(=O)c2ccc(C)cc2)c2ccccc2n1 | -1.7% | -12% | 7% | 0% | 13% | 2% | -0.2% | 2.1% | 6%

Whole records from above. Order of values: HIV fusion peptide, GPR55 LPI antagonism, MgcRacGAP inhibition, PhoP inhibition, GPR35 antagonists, Dengue-2 NS5 capping, UTI89 phage lysis, RSV antiviral HEp-2, SV40 large T antigen
Listed for `O=C(c1ccccc1F)N1CCC(N2CCCCCC2)CC1` = 1.2%, 16%, 19%, -8%, 6%, -4%, -0.1%, 0.8%, 5%
Listed for `C/C(=C\c1ccc2c(c1)OCO2)C1Nc2cccc3cccc(c23)N1` = nt, nt, 26%, nt, nt, 11%, 3.5%, 12%, nt

Outcome played no part in choosing rows; 1.5% or so of the library scored in one or more.
